CSM14.1 death rescue – rescue of cells from ER stress-induced death, primary screen, 384-well, CSM14.1, thapsigargin, ATP luminescence (AID 1222); 190,000 tested, under 10 active; cellular ATP content (survival), % at 20 µM; hits with a dose series show EC50 in µM; CSM14.1 thapsigargin-induced death rescue, ATP luminescence; higher % means a stronger effect;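 active = EC50 below 50 µM in the dose-response confirmation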;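 also: death triggered by thapsigargin at about 15 µM added after 2 h compound pretreatment; cell ATP read after overnight thapsigargin exposure of roughly 18 to 22 hours; normalized against plate controls of thapsigargin alone and 5% DMSO vehicle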
Yfh1-depleted yeast – enhancers of respiration in Yfh1-depleted yeast, dose response, Friedreich's ataxia, plus single-dose screen (AID 1465); S. cerevisiae Yfh1-off respiration, WST-1 reduction, 72 h; higher fold induction means a stronger effect; one-dose fold induction at 50 µM; EC50 in µM for titrated hits; 220,000 tested, 0.074% active;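 active = fold induction of absorbance versus untreated yeast above a set limit, then at least 30% activation at any dose in follow-up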;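 also: activators that raise dye reduction in frataxin-depleted yeast; strong numbers were not always called active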
K1F lysis inhibition – inhibition of K1F phage lysis, E. coli UTI89, bacterial capsule biogenesis inhibitors, alamar blue (AID 488966); 340,000 tested, 0.02% active; inhibition, % at 100 µM, or IC50 in µM where a hit was titrated; E. coli UTI89 K1F phage lysis, alamar blue, 2 h; higher % means a stronger effect;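 active = phage lysis inhibition, versus mean bacterial control, above a set limit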;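 also: capsule biogenesis inhibitors block K1F phage lysis so surviving cells raise fluorescence; higher fluorescence means more inhibition of phage lysis; actives were called in the ten point dose series up to 300 µM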
West Nile antiviral – West Nile virus antiviral activity, cell-based, CPE readout (AID 1621). CPE inhibition, % at 10 µM, or IC50 in µM where a hit was titrated. West Nile virus-infected cells, CPE inhibition; higher % means a stronger effect. 290,000 tested, 0.02% active; in the data active = a potency from the dose series; also: strong numbers were not always called active
XIAP displacement – XIAP antagonists, biochemical, IAP family, fluorescence polarization (AID 1018) | one-dose displacement, % at 20 µM; IC50 in µM for titrated hits | E3 ubiquitin-protein ligase XIAP (Homo sapiens) | XIAP BIR domain, fluorescence polarization peptide displacement; higher % means a stronger effect | 200,000 tested, 0.007% active; in the data active = displacement above about 50%; also: a part of the inactive calls stands beside numbers as strong as those of hits
Large T inhibition – SV40 large T antigen inhibitors, biochemical (AID 1903); one-dose inhibition, % at 20 µM; IC50 in µM for titrated hits; 310,000 tested, 0.39% active; SV40 large T antigen ATPase/helicase inhibition assay; higher % means a stronger effect; in the data active = a potency from the dose series; also: strong numbers were not always called active
RSV antiviral HEp-2 – RSV antiviral activity via CPE protection, HEp-2 cells, primary 10 µM value included (AID 2391). HEp-2 cells, RSV-induced CPE inhibition; higher % means a stronger effect. one-dose CPE inhibition, % at 10 µM; IC50 in µM for titrated hits. 310,000 tested, 0.13% active; in the data active = a potency from the dose series; also: strong numbers were not always called active
Dengue-2 NS5 capping – Dengue-2 NS5 methyltransferase inhibitors, primary screen, biochemical, confirmation dose response (AID 588689); Dengue-2 NS5 methyltransferase capping enzyme assay, biochemical; higher % means a stronger effect; one-dose inhibition, % at 25 µM; IC50 in µM for titrated hits; 340,000 tested, 0.3% active; in the data active = a potency from the dose series
WT yeast gro inh – growth inhibition of WT strain, primary screen, mitochondrial fusion inhibitor project, WT and mutant strains, chemical genetic | mitochondrial fusion phenotypic screen | inhibition, % at 10 µM | 190,000 tested, 2.1% active | AID 1362, 2008; in the data active = inhibition above about 58%; tested in S. cerevisiae
WT yeast gro inh mutant strain – recorded beside WT yeast gro inh, whose call it bears; inhibition, %; mitochondrial fusion phenotypic screen, mutant strain inhibition
Dengue-2 NS5 capping pilot replicate – recorded beside Dengue-2 NS5 capping, whose call it bears; inhibition, %; measured here: pilot screen replicate inhibition
The depositor's hits bear a star; i = inactive; nt = no result given; [ ] = another dose, or the depositor's remark.

SMILES | CSM14.1 death rescue | Yfh1-depleted yeast | K1F lysis inhibition | West Nile antiviral | XIAP displacement | Large T inhibition | RSV antiviral HEp-2 | Dengue-2 NS5 capping | WT yeast gro inh | WT yeast gro inh mutant strain | others
Cc1cccc(N)c1-c1c(C)cccc1N | -0.9% | i | -0.4% | -0.6% | -7.0% | 2% | -0.2% | 4% | -3 | 6
CN1CCC(N(C)C(=O)c2ccccc2Nc2ccc(SC(F)F)cc2)CC1 | -2.2% | i | 4.2% | 0.0% | -2.6% | 7% | -2.1% | -1% | -5 | 11
C/C(=N\NC(=O)c1ccccc1O)c1ccc(NC(=O)c2ccccc2)cc1 | nt | nt | 3.4% | -0.3% | nt | 5% | 7.5% | -4% | nt | nt
Cc1cccc(NC(=O)CSCC(=O)Nc2ccccc2N2CCCC2)c1 | nt | nt | -0.1% | 0.1% | nt | 0% | 1.0% | 3% | nt | nt
CC(C)(C)NC(=O)c1cccc(NC(=O)c2ccc3c(c2)C(=O)N(C(C)(C)C)C3=O)c1 | nt | nt | 1.6% | -0.3% | nt | 4% | 40µM* | 1% | nt | nt
Cc1ccc(S(=O)(=O)NCC(=O)N(CC(=O)NCc2ccco2)C2CCCC2)cc1 | nt | nt | 0.1% | 1.0% | nt | -3% | 2.5% | 2% | nt | nt
CCCN1CCN(C(=O)Nc2ccc(OCC)cc2)CC1 | -1.9% | i | 0.2% | -0.2% | -4.3% | 8% | 1.3% | 0% | 15 | 18
Cc1ccc(Oc2ccc(C(=O)NC3CCSC3=O)cn2)cc1 (stereo unspecified) | -0.8% | i | 0.1% | -0.2% | -3.0% | 24% | 2.7% | 5% | -7 | 10
COc1cc(CNc2cccc3[nH]c(C(F)(F)F)nc23)cc(OC)c1 | nt | nt | 0.0% | 0.1% | nt | 11% | -0.5% | -39% | nt | nt
COc1ccc(N2C(=O)CC(NNC(=O)c3cccnc3)C2=O)cc1 (stereo unspecified) | nt | i | -1.3% | 0.1% | nt | 5% | 2.3% | 14% | nt | nt
O=C(COc1ccc(Cl)cc1)NCc1ccccc1 | nt | nt | -0.1% | -0.3% | nt | 9% | 0.6% | -6% | nt | nt
Cc1cc2oc(=O)cc(CN3CCN(C/C=C/c4ccccc4)CC3)c2cc1O | -4.9% | i | 4.6% | -1.5% | -6.7% | 11% | 0.7% | 1% | 9 | 3
Cc1cc2nnc(SC(C)C)n2c2ccccc12 | -1.2% | i | 0.1% | 0.2% | -10% | 26% | 52% | 2% | -5 | -5
O=c1nc(N2CCCC2)nc(N2CCCC2)[nH]1 | nt | nt | 0.1% | -0.3% | nt | 24% | 1.5% | 1% | nt | nt | Dengue-2 NS5 capping pilot replicate=-1.5
CCCN(CCC)Cc1cc2ccccc2c2c1COC2 | 0.7% | i | 0.3% | -0.1% | -10% | 6% | 0.2% | 9% | -6 | -3
Cc1cc(C)c(NC(=O)CS(=O)CC(=O)Nc2ccc(F)cc2F)c(C)c1 (stereo unspecified) | nt | i | 0.1% | 1.0% | nt | 2% | 0.0% | -5% | nt | nt
CCCc1nn2c(=O)cc(CSCC(=O)Nc3nnc(C(C)C)s3)nc2s1 | nt | nt | 0.2% | 0.2% | nt | 0% | nt | 3% | nt | nt
Cc1nc(NC(=O)COC(=O)c2ccc(S(=O)(=O)N3CCc4ccccc4C3)cc2)c(Cl)cc1Cl | -1.5% | i | 0.4% | 0.4% | -18% | 8% | 4.4% | 3% | -26 | 12
Cc1ccc(-c2cc(C(=O)N3CCCCC3)c3ccccc3n2)cc1C | nt | nt | 0.0% | -0.2% | nt | 8% | 13% | 0% | nt | nt
COc1ccc(C(=O)/C=C/Nc2ccc(S(=O)(=O)Nc3cccc(C(C)=O)c3)cc2)cc1 | 2.4% | i | 5.0% | 0.8% | -8.4% | -7% | 4.8% | -4% | -5 | -20
COC(=O)c1ccc(C2C(C(=O)Nc3ccccc3C)=C(C)Nc3ncnn32)cc1 (stereo unspecified) | -2.1% | i | -0.1% | 0.2% | 1.0% | 0% | -0.3% | -1% | 4 | 2
CC(=O)c1cccc(CN2CCN(CC=C(C)C)C(CCO)C2)c1 (stereo unspecified) | nt | i | 0.2% | 0.4% | nt | nt | 0.8% | -4% | nt | nt
C/C(=N/NS(=O)(=O)c1cccc([N+](=O)[O-])c1)c1c[nH]c2ccccc12 | nt | nt | 0.0% | -0.7% | nt | 17µM* | 7.8% | -9% | nt | nt
CC(=O)CCS(=O)(=O)c1ccc(C)c(C)c1 | -3.5% | i | 0.3% | 0.6% | -7.7% | 17% | -0.3% | -1% | -5 | 6
Cc1ccc(N2CCN(CC(O)COc3cccc4ccccc34)CC2)cc1 (stereo unspecified) | nt | i | -0.2% | 0.2% | nt | 14% | 4.3% | -5% | nt | nt
Cc1ccc(O)c(N/C=C/C(=O)c2ccc(F)cc2)c1 | nt | nt | -1.1% | -1.0% | nt | 1% | 0.4% | -2% | nt | nt
COc1ccc(C)cc1NS(=O)(=O)c1cn(C)c(=O)n(C)c1=O | -1.1% | i | -0.4% | -0.3% | -12% | 7% | 1.0% | -3% | -1 | 0
O=C(Cc1ccc(-n2cnnn2)cc1)NC12CC3CC(CC(C3)C1)C2 | 1.1% | i | 0.3% | 0.1% | -4.6% | 1% | -0.5% | 0% | 8 | -5
O=C(O)COc1ccc(/C=C/c2nc3ccc([N+](=O)[O-])cc3s2)cc1 | nt | i | -0.2% | -0.4% | nt | 7% | 1.1% | -36% | nt | nt
CC(C)(C)C(=O)Oc1cc(N)n(S(=O)(=O)c2ccc(F)cc2)n1 | -3.6% | i | -0.3% | -0.1% | -0.9% | 13% | 0.3% | -2% | 30 | 6
CN(C)C(CNC(=O)c1ccc(NC(=O)CC#N)cc1)c1ccccc1 (stereo unspecified) | -0.5% | i | 0.5% | 0.9% | -1.6% | -4% | -0.9% | -6% | 5 | -12
Cc1ccsc1C(=O)N1CCN(c2ncc(C(F)(F)F)cc2Cl)CC1 | nt | nt | -0.3% | -0.2% | nt | 13% | 4.6% | -7% | nt | nt
C[C@@H](C(=O)CC(=O)OC(C)(C)C)[C@@H](O)c1c(F)cccc1Cl | nt | nt | 2.2% | -0.5% | nt | 10% | 2.2% | -10% | nt | nt
CC(=O)Cc1nsc(NC(=O)c2ccc(COc3ccccc3)o2)n1 | -1.1% | i | 0.5% | -0.2% | -2.9% | 7% | 0.6% | -2% | -16 | -15
CCN(CC)C(=O)CN1C(=O)C2CC=C(Cl)CC2C1=O (stereo unspecified) | -0.5% | nt | 0.4% | nt | -4.3% | 8% | 0.6% | -3% | -28 | 18
O=C(c1cc(=O)[nH]c2ccccc12)N1CCN(c2ccc([N+](=O)[O-])cc2)CC1 | nt | i | 0.5%[50 µM] | -0.5% | nt | 5% | 9.7% | -2% | nt | nt
NS(=O)(=O)c1cccc(NC(=O)CNC(=O)CC23CC4CC(CC(C4)C2)C3)c1 | -0.3% | i | 0.1% | -0.6% | -2.7% | 6% | -2.1% | -2% | -14 | 1
Cc1ccc2nc(/C(C#N)=C/c3ccccc3C(=O)O)[nH]c2c1 | nt | nt | 0.2% | -0.9% | nt | 6% | 5.5% | -11% | nt | nt
CCOc1ccc(NC(=O)CCN2CCN(S(=O)(=O)c3cc(Cl)ccc3OC)CC2)cc1 | -2.6% | i | 0.5% | -0.1% | -1.7% | 16% | 1.3% | nt | 6 | 1
COc1ccc(NC(=O)c2cccc(S(=O)(=O)N3CCN(C)CC3)c2)c(OC)c1 | nt | nt | 0.0% | -0.7% | nt | 10% | 0.0% | -1% | nt | nt

A draw from above in order of number of heavy atoms, lowest first.
SMILES | CSM14.1 death rescue | Yfh1-depleted yeast | K1F lysis inhibition | West Nile antiviral | XIAP displacement | Large T inhibition | RSV antiviral HEp-2 | Dengue-2 NS5 capping | WT yeast gro inh | WT yeast gro inh mutant strain | others
COc1ccc(C)cc1NS(=O)(=O)c1cn(C)c(=O)n(C)c1=O | -1.1% | i | -0.4% | -0.3% | -12% | 7% | 1.0% | -3% | -1 | 0
O=C(Cc1ccc(-n2cnnn2)cc1)NC12CC3CC(CC(C3)C1)C2 | 1.1% | i | 0.3% | 0.1% | -4.6% | 1% | -0.5% | 0% | 8 | -5
COC(=O)c1ccc(C2C(C(=O)Nc3ccccc3C)=C(C)Nc3ncnn32)cc1 (stereo unspecified) | -2.1% | i | -0.1% | 0.2% | 1.0% | 0% | -0.3% | -1% | 4 | 2

(more compounds)
SMILES | CSM14.1 death rescue | Yfh1-depleted yeast | K1F lysis inhibition | West Nile antiviral | XIAP displacement | Large T inhibition | RSV antiviral HEp-2 | Dengue-2 NS5 capping | WT yeast gro inh | WT yeast gro inh mutant strain | others
Cc1ccc(C(=O)NNC(=O)c2ccc(S(=O)(=O)N3CCOCC3)cc2)cc1 | nt | nt | 0.0% | 0.2% | nt | 1% | 1.6% | -8% | nt | nt
Cc1cc(F)ccc1S(=O)(=O)N1CCCOC1CNC(=O)C(=O)NC1CCCC1 (stereo unspecified) | nt | nt | 0.1% | -0.3% | nt | 5% | 1.5% | -11% | nt | nt
O=C(CSc1nnc(COc2ccc(Cl)cc2Cl)o1)Nc1ccccn1 | nt | nt | 1.0%[50 µM] | -0.2% | nt | 4% | 0.3% | -1% | nt | nt
COc1ccccc1NC(=O)Nc1ncccc1C | 0.1% | nt | 1.1% | nt | -9.9% | -1% | 3.5% | -1% | -16 | 10 | Dengue-2 NS5 capping pilot replicate=1.5
O=C(O)C1CC(O)CN1C(=O)c1ccco1 (stereo unspecified) | -0.5% | i | -0.4% | 0.5% | 3.7% | 3% | 1.6% | -2% | -15 | 4
Cc1ccsc1C(=O)NNC(=O)C1CC=CCC1C(=O)O (stereo unspecified) | 0.5% | i | 2.5% | 0.6% | -2.3% | 0% | -0.3% | -9% | 8 | 8
N/C(=N\OC(=O)Cc1ccc([N+](=O)[O-])cc1)c1ccccn1 | -1.9% | i | 3.8% | -0.5% | -7.5% | 24% | nt | -5% | -10 | 5
CCOc1ccc2[nH]cc(C(=O)N3CCN(CC)CC3)c(=O)c2c1 | nt | i | 0.0% | 0.8% | -5.1% | 13% | 1.5% | -17% | 4 | 7
CCOc1ccc(N(CC(=O)Nc2ccc(CC)cc2)S(=O)(=O)c2c(C)[nH]c(=O)[nH]c2=O)cc1 | nt | nt | -1.7% | 0.0% | nt | 16% | 5.0% | 4% | nt | nt
CC(=O)c1ccc(N2CCN(C(=O)c3cccc(Oc4ccccc4)c3)CC2)cc1 | 0.3% | i | -0.4% | -2.0% | -7.0% | -1% | 0.1% | nt | 41 | 19
NC1=NC[C@H](Cc2ccc(O)cc2)N1CCc1cccc2ccccc12 | nt | i | 0.3% | -0.4% | nt | 37% | 0.8% | -12% | nt | nt
Cc1cccc(OCC(=O)Nc2ccc3c(C)cc(=O)oc3c2)c1 | -2.5% | i | 1.8% | -0.3% | -6.2% | 4% | 1.6% | 0% | -1 | 14
CCOc1ccc(N(CC(=O)Nc2ccccc2C(=O)N2CCOCC2)S(=O)(=O)c2ccc(F)cc2)cc1 | 1.8% | i | 1.1% | -0.6% | -4.8% | 6% | 1.5% | -3% | -4 | 9
COc1ccccc1C(=O)Oc1cc(N)n(S(=O)(=O)c2ccc(C)cc2)n1 | -1.8% | i | 2.4% | 0.7% | -3.6% | 30% | 2.3% | -8% | -9 | -59
CCSc1nnc(Cc2cc(=O)[nH]c(=O)[nH]2)n1-c1cccc(C)c1 | nt | i | 1.4% | 0.1% | nt | nt | 1.2% | 5% | 13 | 2
